Source: PubChem BioAssay
proKLK7 act: activates the human kallikrein-7 zymogen; 370,000 compounds, 0.9% hits; purified proKLK7, EDANS-DABCYL substrate fluorescence; 100% is mature enzyme control, 0% vehicle; activation, % at 7 µM;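 active = activation above the mean of all tested compounds plus 3 SD, computed per campaign excluding outliers beyond control limits, cut at about 13% in these data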
Target sequence (P49862 whole entry, looked up): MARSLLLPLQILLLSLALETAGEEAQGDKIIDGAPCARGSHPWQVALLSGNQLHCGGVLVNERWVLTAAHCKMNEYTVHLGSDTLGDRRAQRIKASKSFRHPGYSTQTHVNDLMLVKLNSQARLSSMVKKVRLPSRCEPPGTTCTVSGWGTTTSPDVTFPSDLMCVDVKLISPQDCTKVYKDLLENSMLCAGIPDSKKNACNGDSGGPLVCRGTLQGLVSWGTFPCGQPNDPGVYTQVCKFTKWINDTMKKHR
sPLA2-III inh: Blocks human group III sPLA2 activity; QFRET BODIPY PC-A2 liposome hydrolysis, fluorescence; inhibition, % at 12.2 µM; 370,000 compounds, 0.56% hits; Q9NZ20;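 active = inhibition above mean plus 3 SD of compounds lying within the high and low control bounds, cut at about 19% in these data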;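 note: 0% = median of test compound wells and 100% = no enzyme DMSO wells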
DDE Tn7 FP inh: disrupts Tn7 cyclic peptide binding to fibrin D-Dimer-E complex; FP displacement of FITC-Tn7 peptide from fibrin DD(E); 0% = median of compound wells per plate; inhibition, % at 8.3 µM; 370,000 compounds, 0.13% hits;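 active = inhibition above the mean of compounds falling within the control limits plus 3 SD of them, cut at about 14% in these data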;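 note: 0% = plate median of compound wells and 100% = 10 µM Aha-Tn7 peptide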
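Also added: labelled Tn7 tracer, 0.1 µM; Assay system: human fibrin DD(E) protein; Amount: 2 µM fibrin DD(E); Schedule: 10 min compound pre-incubation, 3 h probe incubation at room temperature; Repeats: one replicate per compound; Read-out basis: percent inhibition; Measured by: fluorescence polarization of the labelled Tn7 tracer.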
Rev-erbA mod: Rev-erb alpha (human) modulation; activity, % at 10 µM; Rev-erbα–FITC-DNA binding, fluorescence polarization, 90 min; 370,000 compounds, 0.79% hits; AID 1259318;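 active = activity above about 14%, limit read from the data; passing the limit was not always enough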;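 note: 0% = DMSO wells with 35 nM protein and 100% = DMSO wells with 750 nM protein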
PLCb3 inh: blocks human PLC-beta3 enzyme activity; Purified PLC-beta3, fluorogenic substrate, fluorescence; Q01970; inhibition, % at 12.2 µM; AID 720704; 370,000 compounds, 0.18% hits; in the data active = inhibition above about 11%;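 note: 0% = median of compound wells on plate and 100% = full blocker control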
ASAP1 inh: ASAP1 ArfGAP inhibition; Q9ULH1; ASAP1-stimulated ARF1 GTP hydrolysis, GDP FP detection; inhibition, % at 16.5 µM; 360,000 compounds, 0.19% hits; in the data active = inhibition above about 25%;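 note: 0% = vehicle with enzyme and substrate and 100% = no enzyme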
Target sequence (Q9ULH1 325-724 limits assumed): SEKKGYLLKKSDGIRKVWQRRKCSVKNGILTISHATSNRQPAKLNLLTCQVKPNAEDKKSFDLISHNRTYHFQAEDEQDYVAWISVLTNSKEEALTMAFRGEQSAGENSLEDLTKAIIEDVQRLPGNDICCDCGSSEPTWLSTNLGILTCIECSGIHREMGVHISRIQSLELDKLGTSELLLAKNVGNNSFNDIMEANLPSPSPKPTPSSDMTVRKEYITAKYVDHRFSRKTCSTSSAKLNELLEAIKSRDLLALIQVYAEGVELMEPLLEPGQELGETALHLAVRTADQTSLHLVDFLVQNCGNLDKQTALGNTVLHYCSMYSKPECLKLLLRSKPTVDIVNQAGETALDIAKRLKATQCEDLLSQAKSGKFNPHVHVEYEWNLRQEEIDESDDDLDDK
Tn6 DDE FP: DD(E)-Tn6 binding inhibition, primary FP screen; P02675; Fibrin DD(E) TRITC-Tn6 fluorescence polarization displacement; inhibition, % at 8.3 µM; 370,000 compounds, 0.21% hits; AID 720509;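 active = inhibition above a per-campaign cutoff: mean of compounds within control limits plus 3 SD, cut at about 15% in these data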;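 note: 0% = median of all compound wells on the plate and 100% = blocking peptide control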
ARFGAP1 inh: rat ARFGAP1 inhibition | Arfgap1-stimulated ARF1 GTP hydrolysis, GDP FP detection | inhibition, % at 16.5 µM | 360,000 compounds, 0.26% hits | AID 651572;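 active = inhibition above a per-plate limit, mean inhibition of low control wells plus 3 SD, cut at about 25% in these data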;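 note: 0% = DMSO wells with enzyme and 100% = wells lacking Arfgap1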
Target sequence (Q62848 1-136 limits assumed): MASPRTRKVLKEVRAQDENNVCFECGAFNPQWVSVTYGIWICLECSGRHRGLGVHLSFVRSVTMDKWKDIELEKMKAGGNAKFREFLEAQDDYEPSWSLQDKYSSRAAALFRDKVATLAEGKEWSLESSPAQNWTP
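system = rat Arfgap1 catalytic domain, aa 1-136 | technique = FP, GDP Alexa 633 tracer displaced from anti-GDP antibody, 620/688 nm | compound = one concentration, 16.5 µM, DMSO 1.26% | medium = HEPES-based buffer, pH 7.5 | timing = compound-enzyme preincubation 20 min, reaction 120 min, detection 60 min, 25 °C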
UHRF1 MBD2 ctr: UHRF1 methyl-DNA binding inhibition. Q96T88. UHRF1 binding to methylated oligo, TR-FRET. 370,000 compounds, 0.75% hits. inhibition, % at 4.4 µM; in the data active = inhibition above about 21%;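 note: UHRF1 SRA domain binding a hemimethylated CpG hairpin DNA probe; 0% = median of test compound wells and 100% = reference inhibitor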
PLCg1 inh: PLC-gamma1 (human) inhibition, primary screen | 370,000 compounds, 0.84% hits | inhibition, % at 12.2 µM | P19174 | purified PLC-gamma1, fluorogenic substrate, fluorescence; in the data active = inhibition above about 9.5%
* hit, by the source's call.

proKLK7 act,sPLA2-III inh,DDE Tn7 FP inh,Rev-erbA mod,PLCb3 inh,ASAP1 inh,Tn6 DDE FP,ARFGAP1 inh,UHRF1 MBD2 ctr,PLCg1 inh,SMILES
0.1,-6,-1,-1,0,23,-1,-4,-4,3,O=[N+]([O-])c1cccc(-c2cc3ccccc3[nH]2)c1
-3.6,5,-8,7,-22,6,-1,15,-1,-18,COc1cc(C=NNc2nc3c([nH]2)c(=O)n(C)c(=O)n3C)ccc1O
0.3,-1,11,1,-9,-16,8,6,-2,1,CN(C)S(=O)(=O)c1ccc(C(=O)NNC(=O)C23CC4CC(CC(C4)C2)C3)cc1
-0.1,-14,-6,-9,-3,-8,0,-8,3,7,Cc1onc(-c2ccccc2)c1C(=O)Nc1ccc(Cl)c(S(=O)(=O)N2CCOCC2)c1
0.4,12,-6,-6,-14,13,4,-2,-4,-9,CC[N+]1=C(C)C(C)(C)c2cc(C)ccc21
0.0,-2,-5,-2,3,4,1,-3,-1,2,CN(C)S(=O)(=O)c1cccc(C(=O)OCC(=O)NC2CCCc3ccccc32)c1 (stereo not drawn)
-0.1,0,-2,-4,1,-3,-2,0,1,-5,CN(C(=O)Cc1c(C(=O)O)n(C)c2ccccc12)c1ccc(F)cc1
0.7,-9,9,-2,-22,-3,1,2,-3,-13,CN1CCN(CC(=O)Nc2c(C(=O)c3ccccc3)oc3ccccc23)CC1
0.6,1,-6,-4,-5,-1,-5,8,0,5,COc1ccc(Cl)cc1-c1nc(SCC(N)=O)n[nH]1
0.1,2,-3,-3,1,13,-5,0,2,1,CCn1ncc(Br)c1C(=O)N(C)C12CC3CC(CC(C3)C1)C2
0.5,-8,-2,3,1,-9,-3,-11,-1,2,COc1ccc(NS(=O)(=O)c2ccc3oc(=O)ccc3c2)cc1
0.3,1,-6,-3,-9,-6,4,-3,25*,-1,COCc1c(C(=O)N/N=C/c2ccc(C)o2)nnn1-c1nonc1N

Reprinted from the part before: two entries, followed by the next part.
proKLK7 act,sPLA2-III inh,DDE Tn7 FP inh,Rev-erbA mod,PLCb3 inh,ASAP1 inh,Tn6 DDE FP,ARFGAP1 inh,UHRF1 MBD2 ctr,PLCg1 inh,SMILES
0.5,-8,-2,3,1,-9,-3,-11,-1,2,COc1ccc(NS(=O)(=O)c2ccc3oc(=O)ccc3c2)cc1
0.3,1,-6,-3,-9,-6,4,-3,25*,-1,COCc1c(C(=O)N/N=C/c2ccc(C)o2)nnn1-c1nonc1N
0.0,5,-4,5,2,0,1,12,77*,-1,CN1OC[C@@H]2CN(C(=O)CCc3ccccc3)[C@H](c3ccccc3Br)C[C@@H]21
-0.6,2,2,2,-7,-4,3,0,-2,7,O=C(CN1C(=O)NC2(CCCC2)C1=O)N1CCCSC1=Nc1ccccc1
-0.1,4,-4,-2,-11,13,-3,4,3,-4,CCC1(c2ccc(F)cc2)NC(=O)N(CC(=O)c2ccc[nH]2)C1=O (stereo not drawn)
-0.1,4,-2,-1,-1,-9,2,-10,1,4,CCN(CC(=O)NC1CCS(=O)(=O)C1)S(=O)(=O)c1ccc(C)c(C)c1 (stereo not drawn)
-0.2,-11,2,0,0,-1,-1,-6,-1,-2,Cc1ccc(CNC(=O)c2cc(-c3ccccc3C)n(CC3CC(c4cccc([N+](=O)[O-])c4)=NO3)n2)cc1 (stereo not drawn)
0.3,-11,-7,2,2,0,-4,8,0,1,c1ccc(OCCNc2nc(NCC3CC3)nc3ccsc23)cc1
0.7,10,-3,1,-39,4,-2,-1,2,-26,CC(=O)c1ccc(Nc2nc(C(C)N)cs2)cc1 (stereo not drawn)
-0.2,3,0,-2,-3,10,7,-6,0,-5,Cc1cc(C(=O)COc2ccc(C#N)cc2)c(C)n1-c1ccc2c(c1)OCO2
0.6,-5,-2,-5,3,4,5,-3,0,-1,COc1ccc(NC(=O)CN2C(=O)C(C)SC(C)C2=O)c(OC)c1 (stereo not drawn)
0.4,-7,-1,10,5,-1,1,-3,21*,6,CCOC(=O)C1=CN(Cc2cccc(F)c2)S(=O)(=O)N(CC)C1c1ccc(Br)cc1F (stereo not drawn)
-0.4,1,0,1,-1,-9,7,-4,-1,1,Cc1ccc(N2C(=O)CC(Sc3nc(-c4ccccc4)c4cc(Cl)ccc4n3)C2=O)c(C)c1 (stereo not drawn)
-0.5,-58,-5,6,-2,5,5,-2,-2,2,Cc1ccc(NC(=O)CN(C)S(=O)(=O)c2ccc(Cl)s2)c(O)c1
-0.2,1,-4,0,0,4,0,15,-1,3,NC(=O)C1CCCN(S(=O)(=O)c2ccc(Br)cc2)C1 (stereo not drawn)
0.4,-12,8,1,-1,1,7,-1,-1,1,COCc1nnc(NS(=O)(=O)c2c(C)cc(C)cc2C)s1
-0.8,-1,3,8,2,-6,5,-9,1,-1,CCOC(=O)N1CCN(C(=O)CN(C)S(=O)(=O)c2ccc(OC)c(OC)c2)CC1
-0.2,2,6,7,3,6,0,-14,1,-2,O=C1NC2(c3ccccc3)NC(=O)NC2(c2ccccc2)N1 (stereo not drawn)
0.4,-6,-1,4,-1,15,4,-4,3,3,CC(C)c1ccc(S(=O)(=O)N2CCN(C(=O)C3CC3C)CC2)cc1 (stereo not drawn)
0.6,-1,3,-4,0,-3,0,-2,2,1,COC(=O)[C@]12C[C@H](CC(=O)NCc3ccc(OC)c(OC)c3)C(=O)N(Cc3ccc4c(c3)OCO4)C1=C[C@H](C(C)(C)C)O[C@@H]2C
0.6,-3,-4,0,-19,1,1,-11,-3,-12,COc1ccccc1/C=C/C(=O)NCC(=O)N/N=C/c1ccc(C(=O)O)cc1
-0.6,3,-7,0,-4,12,-2,14,3,5,Cc1cccc(NC(=O)C2CC3CCC2C3)c1C (stereo not drawn)
-0.5,11,6,-5,0,-2,-5,-9,4,2,O=C(CN1CCCCC1)N1CCCc2ccccc21
1.7,3,-2,12,-17,9,5,6,-2,-11,Cc1ccc2oc(=O)c(/C=C(\O)CC(C)C)nc2c1
-0.3,13,1,8,-3,-6,0,10,2,4,COc1ccccc1NC(=O)N1CCCC1C(=O)Nc1ccc2c(c1)OCCO2 (stereo not drawn)
0.3,3,-4,1,2,-7,5,-3,2,-1,CC1(C)CC(=O)C=C(NC2CCCCC2)C1
0.9,7,-3,-8,-7,2,-3,-6,0,0,O=[N+]([O-])c1ccc2cc[nH]c2c1
0.4,0,-6,-3,2,1,2,5,-1,0,CC(C)C(=O)N1CCN(c2ccccc2NC(=O)c2ccco2)CC1
-0.1,6,-3,3,0,4,1,-1,-1,-2,COn1c(=O)c(=O)n(OC)c2ccccc21
0.1,6,-2,3,-3,4,-12,4,-1,2,COC(=O)CCC/C=C1/SCC(NC(=O)c2ccccc2)C1O (stereo not drawn)
0.3,-12,-5,6,-16,6,-4,13,0,-13,Cn1cccc1/C=C1\CCC/C(=C\c2cccn2C)C1=O
1.5,-27,3,1,1,9,0,4,0,-4,CCc1ccccc1N(CC(=O)N/N=C/c1ccc(OC(=O)OC)c(OC)c1)S(C)(=O)=O
-0.1,6,3,2,-3,-6,4,2,2,1,Fc1ccccc1-c1nc2c(s1)CCc1onc(-c3ccc(Br)cc3)c1-2
0.1,-9,-6,4,-1,-2,-7,-5,4,8,CCCN1C(=O)c2ccc(C(=O)Nc3cc(C)ccc3O)cc2C1=O
0.4,0,3,0,-8,8,-9,-13,-1,-8,COC(=O)C1=C(C)N(CCc2ccccc2)C(=O)/C1=C\c1ccco1
-24,0,-4,-2,-414,8,-4,16,-2,-324,O=C(O)C1CCN(C(=O)COc2ccc3c(c2)oc(=O)c2ccccc23)CC1
0.8,-1,-7,11,0,-1,6,13,0,0,O=C(CCS(=O)(=O)c1ccccc1)N(CCCN1CCOCC1)c1nc2ccccc2s1

A draw from above in order of SMILES length, ascending.
proKLK7 act,sPLA2-III inh,DDE Tn7 FP inh,Rev-erbA mod,PLCb3 inh,ASAP1 inh,Tn6 DDE FP,ARFGAP1 inh,UHRF1 MBD2 ctr,PLCg1 inh,SMILES
0.4,0,-6,-3,2,1,2,5,-1,0,CC(C)C(=O)N1CCN(c2ccccc2NC(=O)c2ccco2)CC1
0.1,-9,-6,4,-1,-2,-7,-5,4,8,CCCN1C(=O)c2ccc(C(=O)Nc3cc(C)ccc3O)cc2C1=O
0.4,0,3,0,-8,8,-9,-13,-1,-8,COC(=O)C1=C(C)N(CCc2ccccc2)C(=O)/C1=C\c1ccco1
-0.1,6,3,2,-3,-6,4,2,2,1,Fc1ccccc1-c1nc2c(s1)CCc1onc(-c3ccc(Br)cc3)c1-2
-24,0,-4,-2,-414,8,-4,16,-2,-324,O=C(O)C1CCN(C(=O)COc2ccc3c(c2)oc(=O)c2ccccc23)CC1
1.5,-27,3,1,1,9,0,4,0,-4,CCc1ccccc1N(CC(=O)N/N=C/c1ccc(OC(=O)OC)c(OC)c1)S(C)(=O)=O
